hiPSC survival – hiPSC single-cell survival enhancement; 360,000 compounds, 0.044% hits; AID 602274; ATPlite luminescence; 100% = ROCK inhibitor wells, 0% = DMSO; survival enhancement, % at 20 µM; in the data active = survival enhancement above about 18%;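 also: cells exposed to compounds for 16 hours before the ATP read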
CaV13 ICDI inh – Disruptors of the CACNA1D IQ motif to Ca2+-dependent inactivation inhibitor domain association, primary screening, Förster resonance energy transfer in intact living …; AID 743397; 340,000 compounds, 0.098% hits; HEK cells, CFP/YFP FRET ICDI-IQ, plate reader, 10 min; percent FRET-ratio fall versus neutral wells; inhibition, % at 12.3 µM;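 active = mean replicate inhibition of at least 30% and at least 1% of replicates passing that level; inconclusive = only one of the two criteria is met; inactive = neither criterion is met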;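 also: 0% = median of the neutral control wells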
Vif imaging – inhibitors of HIV Vif. 340,000 compounds, 0.35% hits. HEK293T cells, Vif self-association by quenched fluorescence, imaging, 24 h. AID 602346. inhibition, % at 7.49 µM; in the data active = inhibition above about 50%, passing the limit was not always enough; inconclusive = no clear call, values can overlap the other calls; inactive = below about 31%; also: some results filed as inactive read as strong as hits
N-glyco inh – blocks N-linked glycosylation in D54 reporter cells | D54 ERlucT glycosylation luciferase reporter, 24 h; percent of 100 nM tunicamycin response | 360,000 compounds, 0.23% hits | reporter increase, % at 12.5 µM;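 active = mean luciferase reporter signal, scaled so untreated is 0 and the glycosylation-blocking control 100, at or above a set limit in every replicate; inconclusive = mean reaches the limit but not every replicate does; inactive = mean below the limit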;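 also: luciferase carries N-glycosylation sites so blocking glycosylation raises the light; 0% = median of neutral control wells and 100% = median of 100 nM tunicamycin wells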
H9c2 protect – protects H9c2 cardiomyocytes from peroxide injury; H2O2 injury protection, ATPLite, 2 h; protection from H2O2 cell death, % at 20 µM; 360,000 compounds, 0.63% hits; AID 588492;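 active = compounds giving at least 50% protection of heart cells from peroxide-induced death in the single-dose screen, raw or plate-pattern-corrected value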;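 also: 0% = DMSO wells with peroxide and 100% = DMSO wells without peroxide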
ABCB6 inh 2 – blocks the human ABCB6 transporter | Q9NP58 | K562-ABCB6 porphyrin accumulation, flow cytometry, 1 h; active compounds read low | AID 602162 | 360,000 compounds, 0.19% hits | fluorescence ratio to DMSO, % at 10 µM;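 active = fluorescence ratio to DMSO below 75%, the collection mean minus 3 SD; inconclusive = too few cells collected in the well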;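 also: signal is porphyrin accumulated inside mitochondria; 100% equals median channel fluorescence of DMSO control wells; lower ratio means ABCB6 inhibition with less porphyrin fluorescence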
Target sequence (Q9NP58 whole entry, looked up): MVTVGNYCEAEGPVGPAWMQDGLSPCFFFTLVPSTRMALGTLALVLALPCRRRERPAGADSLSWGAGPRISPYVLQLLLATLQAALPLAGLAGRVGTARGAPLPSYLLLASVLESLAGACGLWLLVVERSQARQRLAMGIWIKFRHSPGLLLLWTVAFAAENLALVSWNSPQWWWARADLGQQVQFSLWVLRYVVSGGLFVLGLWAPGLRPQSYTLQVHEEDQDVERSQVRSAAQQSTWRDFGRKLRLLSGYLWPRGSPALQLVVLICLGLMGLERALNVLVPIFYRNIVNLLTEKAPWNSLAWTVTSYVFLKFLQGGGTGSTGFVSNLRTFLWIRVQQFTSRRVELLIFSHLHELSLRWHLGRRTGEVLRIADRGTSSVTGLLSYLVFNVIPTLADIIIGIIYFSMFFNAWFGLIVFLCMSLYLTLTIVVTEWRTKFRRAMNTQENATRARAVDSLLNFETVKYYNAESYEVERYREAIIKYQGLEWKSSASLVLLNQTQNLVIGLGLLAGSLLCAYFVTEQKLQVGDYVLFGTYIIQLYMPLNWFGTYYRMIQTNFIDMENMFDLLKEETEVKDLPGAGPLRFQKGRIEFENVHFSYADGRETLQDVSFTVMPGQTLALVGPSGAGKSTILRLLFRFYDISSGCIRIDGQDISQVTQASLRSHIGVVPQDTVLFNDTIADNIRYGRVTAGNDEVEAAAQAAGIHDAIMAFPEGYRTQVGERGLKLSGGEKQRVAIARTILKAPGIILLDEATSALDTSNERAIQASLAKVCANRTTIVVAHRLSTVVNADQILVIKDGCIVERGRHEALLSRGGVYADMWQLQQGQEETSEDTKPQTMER
PDI turbidity – PDI (human) enzyme inhibition. inhibition, % at 10 µM. 350,000 compounds, 0.052% hits. P07237. PDI insulin aggregation turbidity, A650, 90 min;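 active = mean inhibition across replicates of 30% or more, whatever share of single replicates reach that level; inconclusive = mean inhibition below 30% while every single replicate reaches 30%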;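 also: absorbance from insulin aggregation driven by PDI reduction with DTT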
aDG glyco act – increases alpha dystroglycan glycosylation. AID 624168. Pro5-aDG cells, alpha-DG glycosylation AlphaScreen (IIH6); 0% Pro5, 100% B10-LARGE cell signal. activation, % at 10 µM. 360,000 compounds, 0.22% hits;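 active = activation of at least 8% versus controls, or a plate z-score of at least 8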;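 also: Pro5 are CHO cells carrying HIG-tagged alpha-DG that lacks glycosylation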
m5-HT2A agonist – activates the mouse 5-HT2A serotonin receptor; CHO-K1 mHTR2A beta-arrestin complementation, luminescence; percent of 30 µM serotonin response; activation, % at 7.6 µM; P35363; AID 624169; 360,000 compounds, 0.66% hits;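 active = activation above a run cutoff, the mean activation of all tested compounds plus 3 SD, cut at about 14% in these data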;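 also: 0% = plate median of compound wells and 100% = 30 µM serotonin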
Exocytosis inh – blocks lytic granule exocytosis | TALL-104 LAMP-1 surface exposure, flow cytometry; cells stimulated with thapsigargin and PMA | inhibition, % at 10 µM | 360,000 compounds, 0.66% hits;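 active = inhibition above about 55%, limit read from the data; inconclusive = no clear call, values can overlap the other calls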
Numbers without * were called inactive; ? = inconclusive; / = not tested or not shown. Compounds were not picked by outcome; 3.1% or so of the library scored in one or more.

SMILES | hiPSC survival | CaV13 ICDI inh | Vif imaging | N-glyco inh | H9c2 protect | ABCB6 inh 2 | PDI turbidity | aDG glyco act | m5-HT2A agonist | Exocytosis inh
Cc1cccc(-n2ncc3c2CCCC3NC(=O)CN2CCOC2=O)c1C (stereo not given) | 0.0 | -6 | 0 | 3 | -2 | 90 | -5 | 0.1 | 0 | 0
CC(O)Cn1cnc2c1c(=O)n(C)c(=O)n2C (stereo not given) | 0.6 | -5 | 1 | 1 | 4 | 99 | -5 | -0.2 | -1 | -1
COc1ccc(S(=O)(=O)N(C)CC(=O)Nc2c(F)cccc2F)cc1 | 0.2 | -7 | 9 | -2 | -3 | 95 | -4 | -0.1 | 9 | 0
COc1ccc(Nc2nc3ccccc3n3nnnc23)cc1 | 0.0 | -8 | -7 | -4 | 32 | 111 | 2 | -0.1 | 4 | -2
Cc1nc2ccccc2n1CCCOc1ccccc1 | -2.9 | / | -17 | -2 | -15 | 95 | 13 | 2.6 | -4 | 1
COc1cc(/C=C2/SC(=S)N(CC(=O)Nc3cccnc3)C2=O)cc(OC)c1OC | 5.6 | -6 | ? | 2 | 6 | 102 | 0 | 0.0 | 1 | -2
COc1ccc(OCC(=O)Nc2cccc(-c3nc4ccccc4o3)c2)cc1 | -4.0 | -3 | 9 | -1 | 4 | 94 | -14 | 0.2 | 3 | 0
O=C(Nc1ccc(S(=O)(=O)Nc2ccccc2)cc1)C1CC1 | -0.4 | -6 | / | / | -8 | 99 | -4 | 0.4 | -4 | 5
Cc1ccc(-n2c(C)cc(/C=N/Nc3ccc([N+](=O)[O-])cn3)c2C)c(C)c1 | 1.9 | -7 | 1 | -6 | -17 | 173 | 0 | -0.2 | 0 | -2
CC(C)(Cc1nc2ccccc2[nH]1)C(=O)O | -1.4 | -8 | 2 | 0 | 2 | 102 | -9 | -0.5 | 13 | -2
COc1cccc2c1c(NC(=O)c1cc(C)on1)nn2C | -0.1 | -4 | 0 | -2 | 2 | 99 | 1 | 0.0 | -1 | 8
NC(=O)CC(NC(=O)c1ccccc1)c1ccc(NC2CCCCC2)c([N+](=O)[O-])c1 (stereo not given) | 2.1 | -5 | -1 | 1 | -7 | 96 | 5 | 1.0 | -1 | -3
CC(=O)c1ccc(OCc2ncc(C(F)(F)F)cc2Cl)cc1 | -0.8 | -20 | 12 | -1 | 24 | 103 | -1 | -0.2 | 6 | -2
OC1CCN(Cc2nc(Cc3ccccc3Cl)no2)CC1 | -1.8 | -18 | -5 | 0 | -1 | 96 | -6 | -0.1 | -1 | 8
Cc1ccc(C(=O)CSc2cnc3ccccc3n2)cc1C | 2.3 | -5 | 0 | -18 | -7 | 121 | 0 | 0.2 | 2 | -2
CCOC(=O)c1[nH]c(=O)[nH]c1CNc1ccccc1C#N | 0.1 | -6 | 4 | 2 | 0 | 90 | 4 | 0.0 | -1 | -3
Cn1ncc(Br)c1C(=O)NC1CCCCCC1 | -0.2 | -4 | -12 | -3 | 5 | 100 | -86 | -0.2 | 1 | -1
COc1ccc(S(=O)(=O)N2CCCCCC2)cc1 | -0.2 | -7 | 1 | 0 | -3 | 99 | 0 | 2.0 | 4 | -2
Nc1nc(SCc2ccccc2[N+](=O)[O-])c2ncn(Cc3ccccc3)c2n1 | -0.9 | -6 | -3 | 0 | 2 | 91 | 0 | -0.3 | -2 | 1
CC1CCCCC1NC(=O)COC(=O)CNC(=O)c1cccc(F)c1 (stereo not given) | 1.5 | 1 | -2 | 0 | 3 | 101 | 0 | -0.2 | -7 | -1

Compound profiles (already shown). Order of screens: hiPSC survival | CaV13 ICDI inh | Vif imaging | N-glyco inh | H9c2 protect | ABCB6 inh 2 | PDI turbidity | aDG glyco act | m5-HT2A agonist | Exocytosis inh
Entry for Cc1ccc(-n2c(C)cc(/C=N/Nc3ccc([N+](=O)[O-])cn3)c2C)c(C)c1 = 1.9 | -7 | 1 | -6 | -17 | 173 | 0 | -0.2 | 0 | -2
Entry for COc1ccc(S(=O)(=O)N2CCCCCC2)cc1 = -0.2 | -7 | 1 | 0 | -3 | 99 | 0 | 2.0 | 4 | -2

Remaining list, next part.
SMILES | hiPSC survival | CaV13 ICDI inh | Vif imaging | N-glyco inh | H9c2 protect | ABCB6 inh 2 | PDI turbidity | aDG glyco act | m5-HT2A agonist | Exocytosis inh
Cn1c2ccccc2c(=O)c2c(=O)n(C3CCCCCC3)c(C3CCCCC3)nc21 | -0.1 | -5 | -4 | 2 | -16 | 88 | 1 | 0.9 | 1 | ?
c1ccc2c(c1)ncn2CCN1CCCCC1 | 0.2 | -5 | 8 | 2 | 3 | 92 | -4 | 0.0 | 4 | -2
CCOC(=O)CSc1c(-c2cccs2)[nH]c2ccccc12 | -1.8 | -4 | -18 | 0 | -3 | 103 | 5 | 0.0 | 0 | 0
COc1ccc(S(=O)(=O)Nc2ccc(CC#N)cc2)cc1 | 1.8 | / | 29 | 0 | -1 | 97 | -4 | 0.1 | 1 | 0
CCN(C[C@H]1N[C@@](Cc2ccccc2)(C(=O)OC)[C@H]2C(=O)N(C)C(=O)[C@@H]12)C(=O)Nc1ccc(C(F)(F)F)cc1 | 1.1 | -6 | -2 | 1 | 9 | 93 | 1 | 0.1 | 4 | 7
CCCN(CC(=O)Nc1cc(Cl)cc(Cl)c1)CC(=O)Nc1ccc(F)c(F)c1F | -0.9 | -5 | 5 | -6 | -14 | 96 | 0 | 5.9* | -5 | 24
O=c1nc(Nc2cccc(Cl)c2)oc2cc(Cl)oc(=O)c12 | -0.7 | -5 | / | 1 | 2 | 103 | -4 | 0.0 | 2 | 4
CC(=O)c1cccc(-c2ccnc3c2CC(C(=O)NCC2CCOCC2)O3)c1 (stereo not given) | -2.0 | -30 | 8 | 22 | 9 | 105 | 2 | -0.1 | 1 | 8
S=C(NCCSCc1ccc(Cl)cc1)Nc1ccccc1 | -2.1 | -5 | 9 | 3 | -8 | 98 | -4 | -0.2 | -7 | 2
CCN(Cc1ccccc1)C1CCN(Cc2ccc(SC)cc2)CC1 | -0.7 | 3 | -6 | -4 | -3 | 90 | 8 | 0.6 | 0 | 0
Cc1ccc(/C(O)=C2\C(=O)C(=O)N(C)C2c2ccc(Br)cc2)cc1 (stereo not given) | 0.3 | -20 | 2 | 3 | 2 | 99 | 8 | 0.0 | 1 | -6
COc1ccccc1CNC(=O)CCS(=O)(=O)c1cccs1 | 2.9 | / | -2 | 2 | 3 | 96 | -5 | 0.2 | 1 | -3
Cc1nc2cc(Cc3ccccc3)ccc2o1 | 0.8 | -10 | 0 | 0 | -7 | 85 | 2 | -0.1 | -2 | -7
Cc1cccc[n+]1CC(=O)Nc1cccc([N+](=O)[O-])c1 | 2.8 | 0 | -14 | 4 | 5 | 98 | 8 | 0.2 | -2 | 20
COc1ccccc1NC(=O)CN(c1ccc([N+](=O)[O-])cc1)S(=O)(=O)c1ccccc1 | -0.2 | -4 | 4 | 0 | 8 | 98 | -19 | 0.3 | -5 | -7
Cc1ccc(NS(=O)(=O)c2ccc(-c3csc(C)n3)s2)c(C)c1 | -0.6 | -5 | -4 | 3 | -8 | 99 | -3 | 0.1 | 4 | -15
COc1ccccc1NC(=S)NC1CCC(CC2CCC(NC(=S)Nc3ccccc3OC)CC2)CC1 (stereo not given) | -3.5 | -4 | -2 | -2 | 0 | 97 | 0 | 1.2 | -4 | 27
CCC(C)Nc1nc2c(c(=O)n(C)c(=O)n2C)n1Cc1ccc(Cl)cc1 (stereo not given) | -2.4 | -5 | 7 | 0 | -13 | 98 | -5 | 0.1 | 6 | 7
O=C(Cn1nnc(-c2ccccc2)n1)NNC(=O)c1ccco1 | 0.7 | -2 | -7 | 3 | 14 | 95 | -4 | 0.0 | -1 | 1
COc1ccc(S(=O)(=O)NCCc2cn3cccc(C)c3n2)cc1OC | 0.2 | -12 | -4 | 3 | 2 | 101 | / | 0.1 | -1 | -6

6 structures already listed, ordered by number of heavy atoms, low to high:
SMILES | hiPSC survival | CaV13 ICDI inh | Vif imaging | N-glyco inh | H9c2 protect | ABCB6 inh 2 | PDI turbidity | aDG glyco act | m5-HT2A agonist | Exocytosis inh
Cc1nc2ccccc2n1CCCOc1ccccc1 | -2.9 | / | -17 | -2 | -15 | 95 | 13 | 2.6 | -4 | 1
Cc1ccc(C(=O)CSc2cnc3ccccc3n2)cc1C | 2.3 | -5 | 0 | -18 | -7 | 121 | 0 | 0.2 | 2 | -2
COc1ccc(S(=O)(=O)N(C)CC(=O)Nc2c(F)cccc2F)cc1 | 0.2 | -7 | 9 | -2 | -3 | 95 | -4 | -0.1 | 9 | 0
CCC(C)Nc1nc2c(c(=O)n(C)c(=O)n2C)n1Cc1ccc(Cl)cc1 (stereo not given) | -2.4 | -5 | 7 | 0 | -13 | 98 | -5 | 0.1 | 6 | 7
Cc1cccc(-n2ncc3c2CCCC3NC(=O)CN2CCOC2=O)c1C (stereo not given) | 0.0 | -6 | 0 | 3 | -2 | 90 | -5 | 0.1 | 0 | 0
COc1ccccc1NC(=O)CN(c1ccc([N+](=O)[O-])cc1)S(=O)(=O)c1ccccc1 | -0.2 | -4 | 4 | 0 | 8 | 98 | -19 | 0.3 | -5 | -7

Later entries:
SMILES | hiPSC survival | CaV13 ICDI inh | Vif imaging | N-glyco inh | H9c2 protect | ABCB6 inh 2 | PDI turbidity | aDG glyco act | m5-HT2A agonist | Exocytosis inh
CC1(C(=O)NC2CCCCCCC2)CC1(Cl)Cl (stereo not given) | 1.5 | -4 | -5 | 0 | 1 | 96 | 1 | 0.0 | -2 | 3
Cc1nc2ccc(S(=O)(=O)NC(C(=O)NC3CCCC3)C(C)C)cc2s1 (stereo not given) | -0.7 | -12 | -5 | 0 | 14 | 98 | 8 | 0.0 | 6 | -8
C/C(=C\c1ccccc1)C(=O)NCCc1ccccc1 | -1.8 | -4 | -3 | -4 | -12 | 102 | 18 | 0.0 | 0 | 5
COc1ccc2c(c1)c1ncn(CCCN3CCOCC3)c(=O)c1n2C | -0.1 | -7 | 9 | 2 | 8 | 100 | 5 | 0.1 | -5 | 4

Source: PubChem BioAssay
